# Assay outcomes (PubChem BioAssay)
# CXCR6 block: inhibitors of human CXCR6 receptor | O00574 | CHO-K1 PathHunter CXCR6 beta-arrestin, luminescence | 360,000 compounds, 0.36% hits | inhibition, % at 20 µM; in the data active = inhibition above about 34%, passing the limit was not always enough;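 note: antagonist mode with CXCL16 agonist at 10 nM final; 0% = 10 nM CXCL16 with DMSO and 100% = unstimulated wells without agonist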
# Target sequence (O00574 whole entry, looked up): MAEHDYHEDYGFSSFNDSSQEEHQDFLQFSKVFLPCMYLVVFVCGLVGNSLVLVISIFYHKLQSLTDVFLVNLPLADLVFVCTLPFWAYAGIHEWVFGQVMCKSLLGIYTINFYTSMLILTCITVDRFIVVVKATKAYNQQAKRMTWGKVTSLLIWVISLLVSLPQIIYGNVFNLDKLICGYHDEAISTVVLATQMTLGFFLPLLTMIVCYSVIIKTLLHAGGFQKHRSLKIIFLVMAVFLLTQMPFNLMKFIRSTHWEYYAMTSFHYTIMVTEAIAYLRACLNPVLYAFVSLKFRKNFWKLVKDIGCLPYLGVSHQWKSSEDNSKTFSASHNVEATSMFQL
# EBI2 antag: antagonists of human EBI2 receptor. P32249. EBI2 beta-arrestin recruitment, luminescence, 7a,25-OHC stimulated. inhibition, % at 5 µM. 360,000 compounds, 0.81% hits; in the data active = inhibition above about 38%;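 note: enzyme fragment complementation signal reports receptor beta-arrestin coupling in cells; 0% = agonist plus DMSO wells and 100% = wells without agonist; some results beyond the cut were filed as inactive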
# Target sequence (P32249 whole entry, looked up, the tested form may be a part): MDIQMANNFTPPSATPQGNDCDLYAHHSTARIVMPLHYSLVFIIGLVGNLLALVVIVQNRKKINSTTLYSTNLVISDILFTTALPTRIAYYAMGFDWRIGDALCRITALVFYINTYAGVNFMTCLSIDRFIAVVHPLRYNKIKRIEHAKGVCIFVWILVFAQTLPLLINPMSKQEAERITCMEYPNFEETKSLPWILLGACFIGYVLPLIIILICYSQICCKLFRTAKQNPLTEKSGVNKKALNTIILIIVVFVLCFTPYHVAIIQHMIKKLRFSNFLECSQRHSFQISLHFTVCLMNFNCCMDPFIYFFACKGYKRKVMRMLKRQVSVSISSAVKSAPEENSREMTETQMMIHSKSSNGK
# MPTP inh: blocks calcium-induced mitochondrial swelling. isolated mouse mitochondria, Ca2+ swelling absorbance, 30 min. inhibition, % at 10 µM. 360,000 compounds, 1.4% hits. AID 602449;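 active = inhibition of 50% or more, scaled per plate between neutral and stimulator controls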;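 note: 0% = DMSO wells given calcium and 100% = 1 mM EGTA wells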
# Active calls of the source: *. These rows are one share of the data; rates above refer to the full screens.
SMILES,CXCR6 block,EBI2 antag,MPTP inh
CCc1noc(C)c1C(=O)N1CCCC(Nc2cccc(F)c2)C1 (stereo not drawn),7,-8,0.4
O=C(NC(c1ccc(F)cc1)c1ccc2ccccc2n1)C1CCN(Cc2ccc3ccccc3n2)CC1 (stereo not drawn),6,11,0.0
N#Cc1cccc(NC(=O)c2cc(C3CCCCN3C(=O)CCc3ccccc3)on2)c1 (stereo not drawn),-2,7,0.6
O=C1NC(=S)SC1=Cc1ccccc1C(=O)O,19,2,-1.6
COc1ccc(NC(=O)c2cc(C3CCCCN3C(=O)Cc3ccc(N(C)C)cc3)on2)c(C)c1 (stereo not drawn),1,-5,0.4
CC1=C(C(=O)N2CCCCCC2)CC(CC(=O)NCCCN(C)C)C(=O)N1Cc1ccccc1 (stereo not drawn),2,-8,-0.3
C[C@@H]1CN([C@H](C)CO)C(=O)c2c(c3ccccc3n2C)-c2ccccc2CO[C@H]1CN(C)C(=O)c1cc(Cl)cc(Cl)c1,8,-5,-1.6
Cc1ccc(C=C2SC(=S)N(CCCC(=O)Nc3cccc(C(=O)O)c3)C2=O)cc1,11,0,2.0
Nc1ncnc2c1ncn2[C@@H]1O[C@H](C(=O)N(CCC2=CCCCC2)CC2CC2)[C@@H](O)[C@H]1O,-1,-8,1.3
CN1OC[C@@H]2CN(Cc3ccc(Cl)cc3)[C@H](c3ccc(N4CCCCC4)cc3)C[C@@H]21,11,16,2.5
Cc1ccc(C(=O)NCC(=O)N(C)Cc2ccccc2C)s1,4,0,0.5
CCN(CC)C(=O)C1CCCN(C(=O)c2ccc3nc(-c4cccc(OC)c4)oc3c2)C1 (stereo not drawn),3,-8,-0.2
CC(C)CC1NC(=O)c2cc3ccccc3cc2-n2c1nc1cc(Cl)ccc1c2=O (stereo not drawn),0,43,-0.9
O=C(Nc1cccc2ccccc12)c1csc(COCCO)n1,-6,-32,-1.0
Fc1ccc(-c2nc3ccc(Cl)cn3c2Cc2cccc(Cl)c2)cc1,11,7,-2.0
CC1(C)N=C(N)N=C(N)N1c1ccc(CCCCc2ccccc2)cc1,-2,-14,64*
CC1(C)N=C(N)N=C(N)N1c1ccc(OCC(=O)N2CCOCC2)c(Cl)c1,4,7,-1.0
CC(=O)c1ccc(-c2cccc3nccn23)cc1,-1,-15,-1.6
COc1cc(O)c(C=NN2C(=O)CSC2=S)c(OC)c1,1,-24,0.3
COc1ccccc1-c1csc(C(NC(C)=O)c2ccc(F)c(F)c2)n1 (stereo not drawn),1,8,-0.5
COc1ccccc1S(=O)(=O)N(C)C[C@@H]1OCc2cn(nn2)CCCC(=O)N([C@H](C)CO)C[C@H]1C,-6,-8,-0.2
C[C@@H]1CN([C@@H](C)CO)C(=O)c2cc(Br)cnc2O[C@H]1CN(C)C(=O)C1CC1,6,-4,-1.9
CC(C)CC1C(=O)N(Cc2cn(CCC3OCCCO3)nn2)CCS(=O)(=O)N1Cc1ccc(-c2ccc(Cl)nc2)cc1 (stereo not drawn),-10,10,-0.5
Cn1c(=O)c2cc(NC(=O)CCc3cccnc3)ccc2n1Cc1cccc(C(F)(F)F)c1,-3,-10,-0.2
CC(O)(c1ccccc1)c1nc(-c2ccc(Cl)cc2)cs1 (stereo not drawn),-1,16,2.5
COc1ccc(CN(C)C[C@H]2OCCCC[C@@H](C)Oc3ccc(NS(C)(=O)=O)cc3C(=O)N([C@H](C)CO)C[C@@H]2C)cc1,-1,-11,-1.2
O=C(CCCCCN1C(=O)c2cccc([N+](=O)[O-])c2C1=O)NCCc1ccccc1,-14,1,0.5
C[C@H]1CN([C@@H](C)CO)C(=O)c2cc(Br)cnc2O[C@@H]1CN(C)C(=O)NC1CCCCC1,-9,-2,-1.2
CCOc1ccccc1N1C(=O)CC(Sc2ccccc2N)C1=O (stereo not drawn),-8,-13,-0.9
O=C(Nc1cccc(C(F)(F)F)c1)C1CC(=O)N(Cc2ccco2)C1 (stereo not drawn),-4,-1,1.3

# Two of the compounds above, bar-delimited.
molecule | CXCR6 block | EBI2 antag | MPTP inh
CC(=O)c1ccc(-c2cccc3nccn23)cc1 | -1 | -15 | -1.6
COc1cc(O)c(C=NN2C(=O)CSC2=S)c(OC)c1 | 1 | -24 | 0.3

# (further entries)
SMILES,CXCR6 block,EBI2 antag,MPTP inh
CC1(c2nc3ccccc3[nH]2)CCC2=Nc3ccccc3CN21 (stereo not drawn),-5,6,-0.2
Brc1ccc2nc(-c3ccco3)c(Cc3ccccc3)n2c1,8,9,-4.0
CC(=O)Oc1ccc(CN2C(=O)C(CCc3ccccc3)ON=C2c2cnccn2)cc1 (stereo not drawn),4,5,0.9
O=C(NCCN1CCC(n2c(=O)[nH]c3ccccc32)CC1)c1ccc(OC(F)(F)F)cc1,-3,-1,2.7
COCC(=O)Nc1ccc2c(c1)[C@@H]1C[C@H](CC(=O)NCc3ccccc3)O[C@@H](CO)[C@@H]1O2,-3,-2,0.3
CCOC(=O)c1cc(OC(C)=O)c2ccc(OC)c(OC)c2c1,-1,17,-0.6
CCCCN(CCCC)Cc1cc(=O)oc2ccc3ccccc3c12,6,16,2.0
Cc1ccc(S(=O)(=O)N2CC3(O)CN(C(=O)OC(C)C)N(C(=O)OC(C)C)CC3(OC(=O)NC3CCCC3)C2)cc1 (stereo not drawn),0,1,-1.2
CC(O)(c1ccc(F)c(F)c1)c1nc(-c2ccoc2)cs1 (stereo not drawn),-1,0,0.7
C[C@@H]1CN([C@@H](C)CO)S(=O)(=O)c2ccc(Br)cc2O[C@H]1CN(C)Cc1ccncc1,7,4,1.0
COc1cccc(CNc2nc3cc(-c4csc5ccccc45)sc3c(=O)n2C)c1,-5,-9,2.5
CSc1ncnc2c1ncn2CCCNCC1CCCO1 (stereo not drawn),0,1,-1.7
CCOC(=O)C1CCCN(C(=O)/C=C/c2ccccc2)CC1 (stereo not drawn),-6,42,-0.1
CCCNC(=O)N(C)C[C@@H]1Oc2ncc(-c3ccncc3)cc2C(=O)N([C@H](C)CO)C[C@@H]1C,-4,-5,0.2
CN(CC1COc2ccccc2O1)C(=O)CCNS(=O)(=O)c1ccc(F)c(Cl)c1 (stereo not drawn),-2,-2,0.4

# Seven compounds already listed, ordered by molecular weight, rising.
SMILES,CXCR6 block,EBI2 antag,MPTP inh
CCOC(=O)C1CCCN(C(=O)/C=C/c2ccccc2)CC1 (stereo not drawn),-6,42,-0.1
CCOC(=O)c1cc(OC(C)=O)c2ccc(OC)c(OC)c2c1,-1,17,-0.6
COc1cccc(CNc2nc3cc(-c4csc5ccccc45)sc3c(=O)n2C)c1,-5,-9,2.5
COCC(=O)Nc1ccc2c(c1)[C@@H]1C[C@H](CC(=O)NCc3ccccc3)O[C@@H](CO)[C@@H]1O2,-3,-2,0.3
CN(CC1COc2ccccc2O1)C(=O)CCNS(=O)(=O)c1ccc(F)c(Cl)c1 (stereo not drawn),-2,-2,0.4
CCCNC(=O)N(C)C[C@@H]1Oc2ncc(-c3ccncc3)cc2C(=O)N([C@H](C)CO)C[C@@H]1C,-4,-5,0.2
C[C@@H]1CN([C@@H](C)CO)S(=O)(=O)c2ccc(Br)cc2O[C@H]1CN(C)Cc1ccncc1,7,4,1.0

# (next part)
SMILES,CXCR6 block,EBI2 antag,MPTP inh
CC1=C(C(=O)N(C(C)C)C(C)C)CC(CC(=O)NCc2ccco2)C(=O)N1Cc1ccc(F)cc1 (stereo not drawn),4,-11,0.2
COc1ccc([C@H]2C[C@H](n3cc(-c4ccc(F)cc4)nn3)[C@@H](O)CN2C(=O)C2CCCCC2)cc1,1,19,1.0
COc1ccc(CC(=O)Nc2nc(OCCN3CCCC3=O)cnc2-c2cccc(C(F)(F)F)c2)cc1,-1,-9,-0.3
CC(=O)Nc1ccc(C(=O)N2CCCC(c3cc(C(=O)NCc4ccc(F)cc4)no3)C2)cc1 (stereo not drawn),4,1,1.3
COc1ccc(Cl)cc1-c1cc(C(=O)NCc2cccc(Cl)c2)[nH]n1,8,16,0.2
CN1CCN(c2ccc(-c3cc(NC=O)c4ncc(-c5ccc(F)c(Cl)c5)n4c3)cc2)CC1,6,14,-0.8
CCOC(=O)C1(C)CCN1C(=O)c1ccc(OC)cc1 (stereo not drawn),1,-4,1.5
O=C(NCc1cccc(Cl)c1)c1ccc(S(=O)(=O)N2CCCCC2)cc1,-1,2,-0.1
COc1cc(-c2cnc3c(NC(C)=O)cc(-c4ccccc4CN(C)C)cn23)cc(OC)c1OC,5,4,-0.2
CCCCNC(=O)C1(C)CCCCN1CC(=O)c1ccc(OC)cc1 (stereo not drawn),10,6,-0.3
CC1(C)OC(=O)C2=C(C[C@@H](C3CC3)O[C@H]2CCc2cccc(Cl)c2)O1,4,8,1.0
Cc1cn([C@H]2C[C@H](O)[C@@H](/C=C/C(=O)NCCc3ccc4ccccc4c3)O2)c(=O)[nH]c1=O,5,-6,0.0
C[C@@H]1CN([C@@H](C)CO)C(=O)CCCn2nncc2CO[C@@H]1CN(C)C(=O)c1ccccc1,-2,4,0.1
CCc1nc2c(OCCOc3ccccc3)cccn2c1N(C)C(=O)C1CC1,-3,-3,0.2
COc1ccc(OC)c(CN2C(=O)c3ccccc3C2c2nnnn2Cc2ccccc2)c1 (stereo not drawn),-12,-7,-1.5
CC1(C(=O)NCc2cccc(C(F)(F)F)c2)CCN1CCc1ccccc1 (stereo not drawn),2,10,0.2
CCN(CC)C(=O)c1ncn2c1C(=O)N(C)CC2,-3,-9,-1.9
CCN(CC)c1ccc(C(NC(=O)C(C)C)c2ccc3cccnc3c2O)cc1 (stereo not drawn),12,-2,1.6
Cc1ccc(NC(=O)Nc2nnc([C@@H]3C[C@H](O)[C@@H](CO)O3)s2)cc1,-5,20,-0.2
CCOC(=O)C1CCCN(C(=O)c2cc(F)cc(F)c2)CC1 (stereo not drawn),-9,9,0.6
CN(C)CCN(Cc1ccccc1)C(c1cc2ccccc2o1)c1nnnn1C(C)(C)C (stereo not drawn),10,2,-0.7
CCCCOc1ccc(C(=O)NCCN2CCC(n3c(=O)[nH]c4ccccc43)CC2)cc1,6,-2,0.1
CCCNC(=O)C1(C)CCCN(Cc2cccc(C(F)(F)F)c2)C1 (stereo not drawn),-6,-5,0.2
CCOC(=O)N1CCN(C(=O)C[C@@H]2C[C@@]3(C(=O)OC)CCCCC=C3N(CCC3=CCCCC3)C2=O)CC1,-3,-1,0.8
CNc1cncc(-c2cccc(C(=O)N3CCOCC3)c2)n1,0,0,-0.5
Cc1cccc(C)c1NC(=O)C1(C)CCC(=O)N1CCCn1ccnc1 (stereo not drawn),-6,0,-1.2
CCc1nc2c(OCCOc3ccc(F)cc3)cccn2c1N(C)C(=O)c1ccc(OC)cc1,1,-3,1.2
CCc1nc2ccc(C(=O)NCCOc3ccc(OC)cc3)cn2c1N(CC)CCN(C)C,1,15,0.1
O=C(NCc1ccncc1)c1csc([C@@H]2O[C@H](CO)[C@@H](O)[C@H]2O)n1,-4,-7,-1.7
Nc1ncnc2c1ncn2[C@@H]1O[C@H](C(=O)N2CCCN(Cc3ccccc3F)CC2)[C@@H](O)[C@H]1O,-1,-6,-2.4
O=C(c1ccco1)N1CCN(C(=O)c2ccc(CS(=O)c3ccc(Br)cc3)o2)CC1 (stereo not drawn),-13,-2,0.2
CCOc1ccc(S(=O)(=O)Nc2cccc(C(=O)N3CCN(c4ccccn4)CC3)c2)cc1,5,2,-1.4
Nc1ccn([C@@H]2O[C@H](CNC(=O)[C@@H](Cc3cn(COCc4ccccc4)cn3)NC=O)[C@@H](O)[C@H]2O)c(=O)n1,-2,-12,-2.8
CC(=O)C1CCC2C3C=CC4=CC(=O)CCC4(C)C3CCC12C (stereo not drawn),-10,7,-1.9
CC1=C(C(=O)N(C(C)C)C(C)C)CC(CC(=O)NCCCN(C)C)C(=O)N1CCC1=CCCCC1 (stereo not drawn),5,-14,0.9
COCc1c(C(=O)NCC(c2ccco2)N2CCCC2)oc2ccccc12 (stereo not drawn),-1,14,-1.2
CC1(C(=O)NCc2ccc3c(c2)OCO3)CCN1C(=O)Cc1cccs1 (stereo not drawn),-1,-5,-0.4
CCc1nc2ccc(C(=O)NCc3ccccc3OC)cn2c1N(C)Cc1ccc(OC)cc1,3,22,-0.2
COC(=O)C[C@H]1C[C@H]2c3cc(NC(=O)Cc4ccncc4)ccc3O[C@H]2[C@@H](CO)O1,-5,4,-0.5
CC(=O)Nc1cccc(-c2ccnc3c2CC(C(=O)Nc2ccc(C(C)C)cc2)O3)c1 (stereo not drawn),5,0,2.1
CC1(C(=O)NS(=O)(=O)c2cccc(C#N)c2)CCN1C(=O)Cc1ccccc1 (stereo not drawn),6,-18,-0.6
Cc1cnc(CNC(=O)c2ccc3nc([C@@H]4O[C@H](CO)[C@H](O)[C@H](O)[C@H]4O)[nH]c3c2)cn1,-2,5,-1.0
c1ccc(Cc2c(C3CCCCC3)nc3c4ccccc4ccn23)cc1,7,16,1.8
COc1ccccc1CCC(=O)Nc1ccc2c(c1)c(=O)n(C)n2C,3,-1,0.2
CS(=O)(=O)Nc1cccc(NC(=O)C2Cc3c(-c4cccc(C(N)=O)c4)ccnc3O2)c1 (stereo not drawn),-4,-1,-1.7
C[C@H]1CN([C@@H](C)CO)C(=O)CCCn2cc(nn2)CO[C@@H]1CN(C)C(=O)Nc1ccc(C(C)(C)C)cc1,-1,-7,0.2
C[C@@H]1CN([C@@H](C)CO)C(=O)CCCn2cc(nn2)CO[C@H]1CN(C)C(=O)Oc1ccccc1,-6,-8,0.9
Cc1c(C(=O)/C=C/c2ccccc2F)c2cc(O)ccc2n1C,7,7,2.3
Cc1cc(C)n2nc(C(=O)OCC(=O)Nc3ccc(Cl)cc3)nc2n1,1,-7,-1.1
CCc1nc2ccc(C(=O)Nc3cccc(OC)c3)cn2c1N(C)Cc1ccc(OC)cc1,6,25,0.0
c1ccc(-c2nc(NCC3CC3)nc3ccsc23)cc1,14,9,0.0
